From PubChem BioAssay
M5 PAM – positive allosteric modulators of human muscarinic M5 receptor; CHO-K1 hM5, Fluo-8 calcium, ACh EC20 PAM; 0% = ACh EC20, 100% = ACh EC100; P08912; 360,000 tested, 0.3% active; activation, % at 3 µM;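 active means activation above the run cutoff, the mean activation of all test compounds plus 3 SD, cut at about 18% in these data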
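system = human M5 receptor in CHO-K1 cells | reagent = EC20 acetylcholine as agonist stimulus | compound dosing = single-point, 3 µM nominal | incubation = Fluo-8 loading 80 min at 37 °C plus 30 min room temperature | detection = Fluo-8 calcium dye fluorescence, kinetic read | benchmarks = low control EC20 acetylcholine (0%), high control EC100 acetylcholine (100%)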
CHRM4 agonist – agonists of human muscarinic M4 receptor (CHRM4); 360,000 tested, 0.14% active; activation, % at 3 µM; P08173; CHO-K1 hM4/Gqi5, Fluo-8 calcium fluorescence; vehicle 0%, full acetylcholine response 100%;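 active means activation above the run mean over all test wells plus 3 SD, cut at about 32% in these data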;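 further: peak over basal fluorescence ratio per well then scaled between controls; 0% = DMSO wells and 100% = acetylcholine at EC100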
Target sequence (P08173 whole entry, looked up): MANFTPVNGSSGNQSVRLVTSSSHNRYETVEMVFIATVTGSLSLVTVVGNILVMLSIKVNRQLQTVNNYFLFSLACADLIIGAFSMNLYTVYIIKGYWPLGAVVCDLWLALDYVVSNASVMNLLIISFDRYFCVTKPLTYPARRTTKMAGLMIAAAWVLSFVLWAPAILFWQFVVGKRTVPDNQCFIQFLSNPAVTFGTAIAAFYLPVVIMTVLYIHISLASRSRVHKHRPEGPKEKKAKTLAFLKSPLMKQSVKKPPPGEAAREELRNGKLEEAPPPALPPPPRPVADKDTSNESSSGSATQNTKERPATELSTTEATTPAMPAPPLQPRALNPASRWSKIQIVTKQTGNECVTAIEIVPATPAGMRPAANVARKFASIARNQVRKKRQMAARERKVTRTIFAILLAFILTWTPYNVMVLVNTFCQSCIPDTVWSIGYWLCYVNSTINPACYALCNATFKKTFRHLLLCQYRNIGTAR
M4 antag – blocks acetylcholine activation of human M4 receptor. inhibition, % at 3 µM. CHO-hM4 cells, ACh EC80, Fluo-8 calcium fluorescence. 360,000 tested, 0.73% active;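 active means inhibition above its plate's cutoff, the mean inhibition of sample wells plus 3 SD, cut at about 27% in these data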;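 further: 0% = acetylcholine EC80 with DMSO and 100% = DMSO without agonist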
M5 antag – blocks acetylcholine activation of human M5 receptor. inhibition, % at 3 µM. 360,000 tested, 0.59% active. CHO-hM5 cells, Fluo-8 calcium fluorescence, ACh EC80. P08912;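 active means inhibition above a per-plate cutoff, the mean of that plate's test compounds plus 3 SD, cut at about 27% in these data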;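 further: 0% = acetylcholine EC80 with DMSO and 100% = DMSO without agonist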
CHRM1 antagonist – antagonists of human M1 muscarinic receptor; P11229; CHO-K1 hM1, Fluo-8 calcium fluorescence, ACh EC80 antagonist; inhibition, % at 3 µM; 360,000 tested, 1.3% active; AID 588852;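 active means percent inhibition above its own plate's cutoff, namely the mean of that plate's compound wells plus 3 SD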;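 further: peak over basal fluorescence ratio during 140 s after agonist addition; 0% = ACh EC80 plus DMSO and 100% = DMSO alone without agonist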
Target sequence (P11229 whole entry, looked up): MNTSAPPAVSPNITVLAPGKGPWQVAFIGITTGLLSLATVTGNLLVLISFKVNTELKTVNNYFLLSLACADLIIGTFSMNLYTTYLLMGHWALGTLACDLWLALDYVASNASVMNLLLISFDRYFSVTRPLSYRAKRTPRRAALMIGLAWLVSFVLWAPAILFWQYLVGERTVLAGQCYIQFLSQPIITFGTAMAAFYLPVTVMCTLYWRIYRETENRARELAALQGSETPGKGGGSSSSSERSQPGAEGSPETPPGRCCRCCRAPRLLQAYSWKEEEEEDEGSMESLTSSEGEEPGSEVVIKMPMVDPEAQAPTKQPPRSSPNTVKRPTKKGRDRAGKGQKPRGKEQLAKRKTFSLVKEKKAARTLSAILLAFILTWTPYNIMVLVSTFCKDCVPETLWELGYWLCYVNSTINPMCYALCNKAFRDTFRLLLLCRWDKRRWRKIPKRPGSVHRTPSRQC
CHRM5 agonist – CHRM5 agonism in calcium assay. activation, % at 3 µM. CHO-K1 hM5 cells, Fluo-8 calcium fluorescence; 0% DMSO wells, 100% maximal acetylcholine response. P08912. 360,000 tested, 0.19% active;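 active means activation above the run's mean over test compounds plus 3 SD, cut at about 23% in these data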;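 further: signal is peak over basal fluorescence ratio across the kinetic read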
CHRM1 PAM – potentiates human M1 receptor response to acetylcholine. CHO-K1 hM1, Fluo-8 calcium fluorescence, ACh EC20; 0% = ACh EC20, 100% = maximal ACh. activation, % at 3 µM. 360,000 tested, 0.088% active; in the data active means activation above about 19%, passing the limit was not always enough
CHRM4 PAM – CHRM4 positive allosteric modulation; P08173; CHO-K1 hM4/Gqi5, Fluo-8 calcium fluorescence, ACh EC20; 0% = ACh EC20, 100% = maximal ACh; AID 624126; 360,000 tested, 0.4% active; activation, % at 3 µM;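 active means activation above its plate's cutoff, the mean activation of sample wells plus 3 SD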; further: some results filed as inactive read as strong as hits
CRFR2-BP ag – CRF-BP/CRF-R2 complex agonism | HEK293 CRF-R2/CRF-BP, calcium dye fluorescence (FLIPR); percent of saturating CRF peptide response | activation, % at 13.2 µM | AID 588473 | 350,000 tested, 0.46% active;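 active means activation of at least 50%, plus an integration ratio under a set limit after plate pattern correction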;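 further: plate controls were neutral control wells without compound for no effect and CRF at EC100 for full effect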
Active calls of the source: *; . = no result given.

SMILES	M5 PAM	CHRM4 agonist	M4 antag	M5 antag	CHRM1 antagonist	CHRM5 agonist	CHRM1 PAM	CHRM4 PAM	CRFR2-BP ag
CC(C)(C)C1CCC(C(=O)OCC(=O)N2CCN(C(=O)c3ccco3)CC2)CC1 (stereo not drawn)	0	3	4	2	-7	-1	11	-4	2.3
Cc1onc(-c2c(F)cccc2Cl)c1C(=O)O/N=C(\N)c1ccc([N+](=O)[O-])o1	-4	2	-4	2	-16	0	12	0	0.4
Cc1cc(C)cc(N(CC(=O)Nc2c(C)n(C)n(-c3ccccc3)c2=O)S(C)(=O)=O)c1	0	0	0	3	-11	-9	7	3	0.0
O=C(NCC(c1ccco1)N1CCCC1)c1cccc(S(=O)(=O)N2CCCCC2)c1 (stereo not drawn)	-9	1	-13	5	13	-3	-9	-4	-0.5
N#Cc1ccc(-c2cccnc2)nc1SCc1ccc(Cl)cc1Cl	7	-1	6	0	-14	-4	0	-5	1.7
Cn1c(N)c(C(=O)COC(=O)Cn2cc(C(F)(F)F)ccc2=O)c(=O)n(C)c1=O	2	2	0	-1	-8	0	6	11	0.8
O=C(CNC(=O)c1ccc(Br)cc1)N/N=C/c1ccc[nH]1	1	0	-6	-11	-7	-6	5	1	2.6
COc1ccccc1C(=O)OCCc1ccccc1	-3	0	-8	11	-2	1	5	2	11
Cc1ccsc1C(C(=O)NC1CCCCC1)N(C(=O)Cc1cccs1)C1CC1 (stereo not drawn)	2	0	-18	1	-12	-1	4	13	2.6
NC(=O)c1oc2ccccc2c1NC(=O)c1nc2ccccc2s1	-1	2	8	2	-23	-3	0	-4	1.2
Cc1ccc(NC(=O)C2c3ccccc3Oc3ccccc32)c(C)c1	0	-1	11	4	-20	-2	7	7	-1.9
COc1ccc(Cn2nnc3c(=O)[nH]c(C4CCN(C(=O)c5ccccc5Cl)CC4)nc32)cc1	0	0	-1	0	-6	-2	9	1	6.0
COCCCn1c(SCc2nnc(-c3ccc(OC)c(OC)c3)o2)nnc1-c1ccncc1	-1	1	3	-5	-5	0	7	9	-0.1
COc1ccc(Cn2ccnc2SCC(=O)Nc2cccc(NC(C)=O)c2)cc1	-4	2	7	9	12	2	-3	-13	1.0
O=C1NC[C@H](CCCCN2C[C@H](Cc3ccccc3)N(CCC3CCCCC3)C(=O)C2=O)N(CCc2ccc(O)cc2)C1=O	-3	0	10	5	.	-1	.	0	.
COc1ccc(CCN2C(=O)C(O)=C(C(C)=O)C2c2ccccc2OC)cc1OC (stereo not drawn)	3	0	-2	-5	-17	3	11	-8	1.2
O=C(c1ccc(CNS(=O)(=O)c2ccc(Br)cc2)cc1)N1CCCCCC1	2	7	4	-1	1	2	-2	-2	0.6
COc1cccc(Nc2ncnc3sccc23)c1	5	5	-10	2	-5	-2	10	-2	-1.3
CC1=C(C(=O)N2CCOCC2)CC(CC(=O)NC2CC2)C(=O)N1CCC1=CCCCC1 (stereo not drawn)	-1	0	1	5	-6	0	5	-7	.
CC(=O)Nc1cccc(NC(=O)Nc2cccc3ccccc23)c1	-6	4	-3	-3	-22	-1	15	10	1.2
O=C(CSc1nc2ccccc2c(=O)n1CC1CCCO1)Nc1ccccc1 (stereo not drawn)	-4	1	-4	15	-10	-3	4	-1	-0.5
O=C(COC(=O)CCNS(=O)(=O)c1cccs1)Nc1ccccc1	8	3	-9	5	-5	0	7	2	1.2
CC(=O)Nc1cc(-c2cccc(C(=O)NCCN(C)C)c2)cn2c(-c3ccc(S(C)(=O)=O)cc3)cnc12	0	0	-4	-4	2	0	0	1	.
COCCCN(C(=O)c1cc2c(s1)CCCCC2)c1c(N)n(Cc2ccccc2)c(=O)[nH]c1=O	10	0	-1	-1	-11	-1	10	5	1.4
COc1cc2c(cc1OC)C1=C(C#N)CN(CC(=O)O)CN1CC2	-2	1	-6	1	-6	1	7	5	1.8
COC(=O)C1=C(C)OC(N)=C(C#N)C1c1ccccc1 (stereo not drawn)	0	-1	8	0	-13	-2	8	-2	2.9
COC(=O)CCS(=O)(=O)c1cc(Cl)ccc1Cl	-1	0	6	-2	6	0	3	4	-1.1
Cc1ccc(Cn2c(C)c(C(=O)NCc3ccc4c(c3)OCO4)sc2=O)cc1	-5	10	-21	-2	-12	1	12	-6	.
O=C1CN(C(=O)c2cccc(S(=O)(=O)N3CCCC3)c2)c2ccccc2N1	10	2	-2	-1	-7	-2	8	5	0.0
CCCC(=O)N1CCCC(c2cc(C(=O)NCc3ccccc3)no2)C1 (stereo not drawn)	0	0	-2	2	-4	1	1	0	.
Cc1cc(-c2ccc(NC(=O)[C@@H]3CCCC[C@@H]3C(=O)O)c(C)c2)ccc1NC(=O)[C@@H]1CCCC[C@@H]1C(=O)O	-4	6	-3	-8	-6	-1	6	-11	1.3
CCN1CCCC1CNC(=O)c1ccc(Sc2ccccc2Cl)c([N+](=O)[O-])c1 (stereo not drawn)	-29	4	97*	7	99*	-14	-26	-26	-0.2
COc1ccc(/C=N/NC(=O)c2ccn[nH]2)cc1Cn1nc(C)c([N+](=O)[O-])c1C	-1	4	-7	3	-8	2	11	-5	-0.1
O=C(N/N=C/c1ccc(Sc2ccccn2)o1)c1cc2ccccc2cc1O	-5	9	-1	0	0	0	-5	-1	0.9
COc1ccccc1N1CCN(CC(O)COc2ccc(C)cc2C)CC1 (stereo not drawn)	-3	7	-3	5	8	-5	-10	-4	-1.8
Cc1cccc(NS(=O)(=O)c2cc(C(=O)N3CCCC3)ccc2Cl)c1	3	1	4	-8	-6	-2	8	5	-1.1
CCCCn1c(N)c(N(Cc2ccccc2OC)C(=O)c2ccc([N+](=O)[O-])s2)c(=O)[nH]c1=O	1	0	-15	1	-4	2	0	6	1.0
Cc1ccccc1C(=O)Nc1ccc(-c2nnc(SC(C)C(=O)O)n2C)cc1 (stereo not drawn)	6	0	2	-2	-6	1	8	-3	-1.3
Nc1nnc(SCc2cccnc2)s1	6	2	-10	-7	-24	1	1	7	0.7
O=C(/C=C/c1ccc2c(c1)OCO2)N1CCCCC1	5	0	-1	-3	-28	4	16	0	0.1
COc1ccccc1NC(=O)Cc1nnc(SCC(=O)Nc2nccs2)n1C	2	3	2	-1	-6	-1	9	1	-1.1
Cc1cccc(NC(=O)CCc2ccc(S(=O)(=O)NC3CCCCC3)cc2)c1	-6	5	7	-5	8	-4	1	6	-0.8
COc1ccccc1CN1CCNC(=O)C1CC(=O)NCc1cn(C)nc1C (stereo not drawn)	8	2	-4	-8	-5	-1	12	10	1.5
CCOC(=O)C1CCN(C(=O)Nc2cccc(Cl)c2)CC1	-1	0	0	-2	-13	1	6	-2	0.3
CCC(=O)c1ccc(CCCCCC(=O)O)s1	-1	0	3	0	-16	-1	-1	2	-0.8
CC(=O)Nc1ccc(C(=O)OCC(=O)N(c2ccccc2)C2CCCCC2)cc1	-9	15	2	10	8	-1	-7	-9	-1.9
Cn1c(SCC(=O)C(C)(C)C)nnc1-c1ccc(F)cc1	-5	0	2	3	-2	-2	7	-4	0.1
O=[N+]([O-])c1ccc(/C=N/Nc2ccnc3cc(Cl)ccc23)o1	-6	13	-4	6	-9	2	12	8	-0.4
COc1c(S(=O)(=O)N2CCN(C(=O)c3ccco3)CC2)ccc(Cl)c1Cl	-11	6	4	-12	-1	4	-2	-7	5.0
CCc1c(C)c2ccc(OCC(=O)NCC3CCC(C(=O)O)CC3)c(C)c2oc1=O (stereo not drawn)	3	0	-5	3	3	3	-2	0	-1.3
CCOC(=O)c1ccc(NC(=O)c2nc[nH]c2C(=O)N2CCc3ccccc3C2)cc1	3	1	-9	9	-11	1	3	3	0.8
CC(Oc1ccc(Br)cc1)C(=O)Nc1ccc(N2CCOCC2)cc1N1CCOCC1 (stereo not drawn)	11	1	-17	-13	-6	-2	2	19	0.4
COCCNC(=S)N/N=C(\C)c1ccc(OC(F)F)cc1	-4	1	-28	-7	-8	-6	4	3	1.8
O=C(O)CC/C(=N\NC(=O)c1ccncc1)c1ccccc1	2	0	8	5	-4	0	1	-4	0.9
O=C(Cn1cncn1)c1ccc(Cl)cc1	2	0	-22	3	-13	-6	10	0	3.9
O=C(/C=C/c1ccccc1)Nc1ccc(Br)cn1	4	1	-1	1	-2	1	5	-1	1.7
Cc1ccc(S(=O)(=O)N2CCN(C(=O)c3cccs3)CC2)c(C)c1	-14	22	-6	15	4	3	-11	-10	-0.4
C#CCN(C[C@H]1[C@H](OC(=O)NCC2CCCCC2)[C@H](OC(=O)NCC2CCCCC2)C[C@@H](C(=O)OC)[C@H]1C(=O)OC)S(=O)(=O)c1ccc(C)cc1	1	0	-5	-5	-12	1	6	-4	5.0
Cn1c(=O)c(=O)n(C)c2cc(S(=O)(=O)N3CCc4ccccc43)ccc21	-6	1	19	6	8	-1	0	-10	1.6
NNC(=O)c1cccc(Cn2cc(Br)c([N+](=O)[O-])n2)c1	4	4	-11	-6	-18	1	8	-2	-4.8

One compound at a time, from the list above. Values in the order: M5 PAM | CHRM4 agonist | M4 antag | M5 antag | CHRM1 antagonist | CHRM5 agonist | CHRM1 PAM | CHRM4 PAM | CRFR2-BP ag
Cn1c(=O)c(=O)n(C)c2cc(S(=O)(=O)N3CCc4ccccc43)ccc21 across the screens: -6 | 1 | 19 | 6 | 8 | -1 | 0 | -10 | 1.6
O=C(Cn1cncn1)c1ccc(Cl)cc1 across the screens: 2 | 0 | -22 | 3 | -13 | -6 | 10 | 0 | 3.9
O=C(/C=C/c1ccccc1)Nc1ccc(Br)cn1 across the screens: 4 | 1 | -1 | 1 | -2 | 1 | 5 | -1 | 1.7

Following part:
SMILES	M5 PAM	CHRM4 agonist	M4 antag	M5 antag	CHRM1 antagonist	CHRM5 agonist	CHRM1 PAM	CHRM4 PAM	CRFR2-BP ag
O=C(NCc1cccnc1)C1CCN(c2ccc(S(=O)(=O)N3CCOCC3)cc2Cl)CC1	-5	7	4	-2	22	1	-13	-13	6.2
CCOC(=O)c1ccc(Oc2nc(OC)nc(N(C)C)n2)cc1	-1	-1	3	1	1	1	1	-2	-0.9
O=C(COc1ccccc1F)NCCc1ccc2c(c1)OCCO2	0	5	-10	13	-14	-1	7	1	-2.1
CCOCc1c(C(=O)NC2=Nc3ccccc3NC(CC)=C2C(=O)OCC)oc2ccccc12	-15	6	15	8	25	-2	-22	-11	-0.3
Cc1ccc(N2C(=O)CC2(C#N)c2ccc(OCc3ccccc3)cc2)cc1 (stereo not drawn)	-5	0	2	2	-6	2	7	7	1.0
CCOc1ccc(-c2nnn(CC(=O)NCc3ccco3)n2)cc1OCC	1	1	5	3	-7	2	4	-5	-0.1
C[C@@H]1CN([C@@H](C)CO)C(=O)CCCn2nncc2CO[C@H]1CN(C)S(=O)(=O)c1ccccc1F	-6	0	-6	15	5	0	1	2	0.2
COC(=O)C1CCN(C(=O)c2cc3ccccc3oc2=O)CC1	-15	0	-1	8	13	4	-5	2	-3.5
Cc1nc(C(F)(F)F)ccc1C(=O)N1CCCC(C)(C(=O)O)C1 (stereo not drawn)	0	0	-8	7	-10	1	4	6	.
COc1ccc(/C=N/NC(=O)CN(C)S(=O)(=O)c2ccc(NC(C)=O)cc2)cc1	1	1	-3	9	-16	-4	7	-1	-1.6
COc1ccc(CC(=O)Nc2ccc(S(=O)(=O)Nc3nccc(C)n3)cc2)cc1	-3	1	14	4	3	-2	-2	-6	-0.2
O=C(CSc1nnc(NC(=O)c2ccccc2C(=O)O)s1)Nc1ccccc1Cl	1	-1	8	0	-7	1	11	0	-2.9

Compounds were not picked by outcome; overall some 2.8% were active at least once.
